# From PubChem BioAssay
# APJ ag – APJ receptor agonism. 330,000 compounds, 0.11% hits. activation, % at 20 µM. CHO-K1 APJ PathHunter beta-arrestin, luminescence; 0% DMSO wells, 100% apelin. P35414. AID 2520;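 active means activation more than six SD over the plate average, tested at 20 µM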;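 further: 0% = DMSO alone and 100% = apelin-13 at 10 nM; some results filed as inactive read as strong as hits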
#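 Assay system: CHO-K1 cells stably expressing ProLink-tagged human APJ and arrestin–beta-gal acceptor. Compound dosing: 20 µM single point, 1% DMSO. Times: 16-18 h seeding, 90 min dark compound exposure, 60 min detection. Detection: beta-gal luminescence. Evaluation: APJ–arrestin association signal. Controls: negative DMSO alone, positive Apelin-13 at 10 nM.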
# Mdm2-MdmX inh – human Mdm2/MdmX binding inhibition. O15151+Q00987. SaOS-2 split-luciferase Mdm2/MdmX complementation, luminescence. inhibition, % at 8 µM. 330,000 compounds, 3% hits;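 active means inhibition of at least 50% at 8 µM in the primary screen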
# Target sequence (O15151 whole entry, looked up): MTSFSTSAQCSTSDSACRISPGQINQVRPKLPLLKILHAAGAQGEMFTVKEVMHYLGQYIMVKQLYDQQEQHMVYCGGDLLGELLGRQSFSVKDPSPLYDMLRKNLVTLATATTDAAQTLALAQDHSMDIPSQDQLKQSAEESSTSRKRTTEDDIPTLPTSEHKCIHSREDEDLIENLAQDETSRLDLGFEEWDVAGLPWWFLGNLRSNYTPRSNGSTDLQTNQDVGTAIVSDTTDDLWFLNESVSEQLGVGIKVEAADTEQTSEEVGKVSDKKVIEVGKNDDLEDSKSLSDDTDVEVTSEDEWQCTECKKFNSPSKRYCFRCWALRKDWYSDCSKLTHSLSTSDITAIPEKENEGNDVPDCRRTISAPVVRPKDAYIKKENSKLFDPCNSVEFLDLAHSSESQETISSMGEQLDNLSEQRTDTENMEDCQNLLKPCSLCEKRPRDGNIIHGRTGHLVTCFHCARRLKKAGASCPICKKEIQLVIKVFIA
# Target sequence (Q00987 whole entry, looked up): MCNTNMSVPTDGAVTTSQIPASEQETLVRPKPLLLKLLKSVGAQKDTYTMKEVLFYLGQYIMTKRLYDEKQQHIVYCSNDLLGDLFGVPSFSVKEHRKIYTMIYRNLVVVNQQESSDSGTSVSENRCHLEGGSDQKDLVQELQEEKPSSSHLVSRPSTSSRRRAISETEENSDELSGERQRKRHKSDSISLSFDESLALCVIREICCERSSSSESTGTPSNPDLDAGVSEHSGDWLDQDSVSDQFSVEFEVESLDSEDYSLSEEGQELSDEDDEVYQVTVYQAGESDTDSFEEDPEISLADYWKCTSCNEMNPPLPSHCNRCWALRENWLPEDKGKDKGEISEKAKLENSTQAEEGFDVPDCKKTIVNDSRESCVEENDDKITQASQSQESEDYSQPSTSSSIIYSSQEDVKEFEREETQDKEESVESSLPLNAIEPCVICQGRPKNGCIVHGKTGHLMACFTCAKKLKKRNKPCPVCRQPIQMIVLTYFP
# UPR CHOP act – apoptotic UPR (CHOP) activation; CHO-CHOP luciferase reporter, luminescence; percent of tunicamycin response over DMSO baseline; activation, % at 10 µM; 330,000 compounds, 0.34% hits;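 active means at 10 µM dose, activation of 40% or more, normalized to positive control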;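 further: 100% = tunicamycin at 10 µg/mL and 0% = DMSO alone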
#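 Test system: CHO CHOP reporter cells. Input: 500 CHO-CHOP cells per well. Medium: F12 with 10% FBS. Technique: luciferase luminescence. Measure: percent activation relative to tunicamycin control. Dosing: 10 µM compound, 0.5% DMSO. Timing: 16-18 h cell attachment, then 6 h compound exposure, 37 °C.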
# NLRP3 yeast inh – NALP3 inhibition in yeast. AID 2825. Yeast reconstituted NLRP3/ASC/caspase-1, beta-gal luminescence, 24 h. 330,000 compounds, 0.39% hits. inhibition, % at 10 µM;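 active means inhibition of 50% or more; inactive means inhibition below 50%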;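 further: plate controls were induced DMSO wells for no effect and uninduced yeast grown without galactose for full effect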
# tim23-1 inh – inhibits growth of tim23-1 mutant yeast; S. cerevisiae tim23-1 growth, BacTiter-Glo luminescence, 24 h; inhibition, % at 20 µM; 330,000 compounds, 1.3% hits; AID 463212;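 active means growth inhibition of the mutant yeast at or above 50%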;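 further: temperature-sensitive mutant grown at 25 °C; plate controls were DMSO-treated mutant yeast for no effect and medium wells lacking yeast for full effect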
# TIM10 inh – growth inhibitors of TIM10 yeast strain | inhibition, % at 10 µM | AID 463195 | S. cerevisiae TIM10 strain growth, BacTiter-Glo luminescence, 24 h | 330,000 compounds, 1.4% hits;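 active means inhibition of 40% or more at the single tested concentration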;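 further: wild-type TIM10 isogenic control strain grown at permissive 25 °C; 0% = DMSO yeast wells and 100% = minimal medium wells without yeast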
# NR3A LBD binder – modulates the human NR3A ligand-binding domain | NR3A LBD differential scanning fluorimetry, Tm shift; 0% = protein alone, 100% = glycine-bound protein | Tm shift relative to glycine control, % at 25 µM | 340,000 compounds, 2.5% hits;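 active means melting temperature shift of at least 10% of the positive control shift, at one fixed dose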
# tim10-1 inh – tim10-1 yeast growth inhibition | S. cerevisiae tim10-1 ts strain growth, BacTiter-Glo, 24 h | inhibition, % at 20 µM | 330,000 compounds, 2.2% hits;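 active means inhibition of at least 40%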;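 further: mutant grown at 25 °C; 0% = DMSO wells with yeast and 100% = wells holding no yeast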
# XBP1 UPR activ – activators of adaptive arm of unfolded protein response (XBP1); CHO-XBP1 luciferase reporter, IRE1-XBP1 UPR activation, luminescence; percent of tunicamycin response, DMSO as zero; activation, % at 20 µM; 330,000 compounds, 0.33% hits; AID 463104;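 active means versus positive control, 20 µM dose yields 30% or more activation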;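 further: 100% = tunicamycin at 10 µg/mL and 0% = DMSO only wells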
#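 Material: CHO-XBP1 cells stably carrying IRE1-XBP1-driven luciferase reporter / Amount: 1000 cells per well / Compound: 20 µM, 1% DMSO / Times: 6 h treatment, 37 °C / Detection: luciferase luminescence / Measure: % activation of reporter signal versus tunicamycin and DMSO controls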
# * = called active by the depositor.
1: Cc1ccc(C(=O)Nc2ccc(C(F)(F)F)n(C)c2=O)cc1
2: NC(=O)CC(NC(=O)Cc1ccc(Cl)cc1)c1ccc(N2CCC(Cc3ccccc3)CC2)c([N+](=O)[O-])c1 (stereo not given)
3: CCOC(=O)c1nn(-c2ccccc2Cl)c(=O)cc1OCC(=O)Nc1cccc(OC)c1
4: CC(=O)c1c(C)[nH]c(C(=O)OCC(=O)Nc2c(C)cccc2C)c1C
5: O=c1c(Cc2c(F)cccc2Cl)c(O)ccn1CCc1c[nH]c2ccccc12
6: COc1ccc(-c2cc(C)nc3nc(N)nn23)cc1
7: COc1ccc(N2C(=O)CCC(C(=O)N3CCCCC3)C2c2ccc(OC)c(OC)c2)cc1 (stereo not given)
8: O=C(CN1CCCSc2ccccc21)N1CCN(S(=O)(=O)c2cccc(F)c2)CC1
9: COc1ccccc1N(C)S(=O)(=O)c1ccc(Cl)c(C(=O)N2CCC(C(N)=O)CC2)c1
10: CC(C)(C)OC(=O)N1CCC(CC2CC(c3cccc(Br)c3)=NO2)(C(=O)O)CC1 (stereo not given)

Assay by compound	1	2	3	4	5	6	7	8	9	10
APJ ag	-3.0	-2.3	-3.0	-2.7	-5.0	-5.6	-0.5	-1.5	-0.8	3.5
Mdm2-MdmX inh	-141.1	8.2	44.1	33.5	15.6	7.1	-4.1	-1.6	-6.2	-12.4
UPR CHOP act	2.6	0.4	1.4	1.5	-0.1	0.1	0.8	-0.5	-1.9	0.0
NLRP3 yeast inh	26.4	17.5	12.9	14.4	8.3	17.5	17.4	13.8	3.3	13.0
tim23-1 inh	9.2	5.1	14.9	-1.3	27.3	8.8	24.0	27.7	6.9	10.9
TIM10 inh	-0.7	4.1	-3.6	-8.9	15.5	10.0	-15.5	14.6	-8.7	11.5
NR3A LBD binder	-2.0	-8.6	-0.3	1.2	-1.9	0.7	0.1	0.3	-1.9	1.9
tim10-1 inh	-0.7	-4.2	7.3	-1.9	3.7	10.4	13.7	12.3	-9.0	-6.1
XBP1 UPR activ	-5.4	-2.6	15.2	-4.9	-0.1	-0.2	-1.6	1.2	-3.9	1.9

11: CCCC(=O)Nc1nc(C)c(C(C)=O)s1
12: CC(=O)OCC#CCSc1nc2ccccc2n1C
13: O=C(O)c1cccc(NC(=O)c2ccc3c(c2)C(=O)N(C2CCCCC2)C3=O)c1
14: CC(=O)Nc1ccc(NC(=O)CSc2nnc(-c3cc(C)[nH]n3)n2N)cc1
15: CP(=O)(COC(=O)c1ccccc1)COC(=O)c1ccccc1
16: CN(Cc1c(F)cccc1Cl)C(=O)CCc1c[nH]c2ccccc12
17: O=C1CN(c2ccc(F)cc2)C(=S)N1c1ccccc1
18: COc1cc(CNCc2ccccc2Cl)ccc1OCC(=O)NC1CCCCC1
19: NS(=O)(=O)c1ccc(CCNC(=O)CN2CCCCC2)cc1
20: CCCC(=O)Nc1cccc(NC(=O)c2ccc3c(c2)OCO3)c1

Assay by compound	11	12	13	14	15	16	17	18	19	20
APJ ag	-1.2	-0.7	0.8	-1.4	3.6	-1.5	-3.1	-0.4	-1.6	-4.2
Mdm2-MdmX inh	20.3	7.1	12.2	29.8	7.0	-0.9	5.1	23.3	-9.4	2.2
UPR CHOP act	-2.4	2.2	2.9	0.2	0.7	2.3	0.7	-2.4	-1.0	1.0
NLRP3 yeast inh	6.8	16.5	1.7	9.5	-1.7	18.2	19.8	9.3	2.2	9.0
tim23-1 inh	11.4	-1.9	-14.1	11.4	19.0	28.8	56.9*	-0.7	14.0	5.3
TIM10 inh	9.1	9.6	14.4	-14.8	7.9	-5.8	6.7	2.4	26.1	5.0
NR3A LBD binder	-1.9	7.1	-3.1	-3.0	-9.7	-0.4	0.7	-0.6	-1.1	-39.0
tim10-1 inh	8.0	11.5	-14.6	17.2	15.2	16.6	25.9	-1.6	-6.0	-3.1
XBP1 UPR activ	0.2	-2.6	-3.3	-3.2	-0.2	-0.4	-3.4	-2.1	0.1	1.2

21: COc1ccc(/C=C/C(=O)NCC(=O)N/N=C(/C)c2ccc(Cl)cc2)cc1
22: CC(CC1C(C#N)=C(N)OC2=C1C(=O)CCC2)c1ccccc1 (stereo not given)
23: CCC(Sc1ncnc2sc(C)c(C)c12)C(=O)OC (stereo not given)
24: O=C(NNS(=O)(=O)c1ccc(Br)cc1)c1csnn1
25: CC(C)c1ccc(/C=N/NC(=O)c2nnn(-c3nonc3N)c2CN2CCOCC2)cc1
26: O=C(C1CCN(S(=O)(=O)c2ccccc2)CC1)N1CCN(c2ccccc2)CC1
27: COc1ccc(OC)c(NC(=O)c2cc(-c3ccc(C)cc3O)n[nH]2)c1
28: O=C(NCC(c1ccco1)N1CCOCC1)c1ccc([N+](=O)[O-])cc1 (stereo not given)
29: CCOC(=O)c1c(NC(N)=O)nc2n1CCC2
30: CCC1=NC(c2ccc(OC)c(OC)c2)N(O)C1(C)C (stereo not given)

Assay by compound	21	22	23	24	25	26	27	28	29	30
APJ ag	2.8	-2.8	-9.7	-1.8	1.9	-2.9	1.8	-2.3	-1.9	-4.0
Mdm2-MdmX inh	11.6	7.2	22.0	-28.4	19.4	-1.3	-14.6	17.7	-3.9	-21.3
UPR CHOP act	-1.5	0.3	0.3	-0.8	-0.1	1.6	1.6	1.9	-0.7	-1.0
NLRP3 yeast inh	1.7	8.3	17.4	-1.8	15.4	13.1	23.2	1.2	6.5	-11.0
tim23-1 inh	-4.8	7.4	25.6	7.8	0.2	11.8	6.0	-0.6	-1.5	2.6
TIM10 inh	-6.3	15.3	24.8	5.7	-0.7	0.9	9.4	-11.7	0.2	2.2
NR3A LBD binder	-3.4	-0.8	0.3	-1.1	-7.5	-1.2	27.7*	0.3	0.5	-2.5
tim10-1 inh	9.5	21.9	37.1	-8.7	1.6	23.0	9.1	-8.1	11.4	9.0
XBP1 UPR activ	-4.2	0.8	2.8	-4.2	-1.2	-6.0	4.2	-0.6	-2.2	0.2

31: Cc1[nH]n(-c2ccccc2)c(=O)c1CCOC(=O)c1ccc(C(F)(F)F)cc1
32: CCCn1nc(C(=O)NC2CCCC2)c2ccccc2c1=O
33: Cc1cc(C(F)F)n2nc(C(=O)Nc3c(F)cc(F)cc3Br)nc2n1
34: CC(=O)c1ccc(NC(=O)C(C)OC(=O)c2ccc(Br)o2)cc1 (stereo not given)
35: COCc1ccc(C(=O)N(C)CC2CCCN(CCc3ccc(OC)cc3)C2)o1 (stereo not given)
36: CCCCC(=O)Nc1cc(C)c2c(=O)oc3ccccc3c2n1
37: O=C(NNC(=O)c1ccccc1Br)c1ccccc1Cl
38: Cc1cc2ccccc2c(=O)n1CC(=O)NCC1COc2ccccc2O1 (stereo not given)
39: Cc1cc(C)cc(NCc2cc(=O)oc3cc(-c4ccccc4)c(O)cc23)c1
40: Cc1cc(C)c(S(=O)(=O)n2cnc3ccccc32)c(C)c1

Assay by compound	31	32	33	34	35	36	37	38	39	40
APJ ag	-2.7	-4.2	-2.7	-4.4	-2.4	7.8	-4.0	4.3	4.2	-1.3
Mdm2-MdmX inh	9.1	5.3	23.1	-0.6	-31.5	-2.7	-14.6	-17.6	21.0	41.2
UPR CHOP act	-0.8	-0.9	0.6	-1.3	8.0	2.3	0.7	0.7	-1.1	-0.5
NLRP3 yeast inh	-4.2	19.6	8.4	19.6	10.3	23.5	-1.1	5.2	8.1	-3.4
tim23-1 inh	13.5	4.2	-12.1	7.4	0.9	39.3	-3.7	7.3	-11.1	6.2
TIM10 inh	38.6	2.8	-5.7	7.3	-1.7	17.4	15.1	5.9	-9.8	-1.5
NR3A LBD binder	-4.3	3.8	-0.4	-0.3	0.7	-4.3	-0.8	-0.1	-0.2	0.8
tim10-1 inh	16.7	2.6	-12.4	8.7	8.9	26.3	6.0	10.4	10.0	4.3
XBP1 UPR activ	-1.1	-1.1	2.9	0.2	2.0	1.8	6.1	-1.3	3.5	2.1

41: CCOC(=O)N1CCN(C(=O)c2cc(OCC)c(OCC)c(OCC)c2)CC1
42: CC(C)(C)c1[nH]nc2c1C(c1ccc(OC(=O)c3ccco3)cc1)C(C#N)=C(N)O2 (stereo not given)
43: OCCC1CN(Cc2ccon2)CCN1CCc1ccccc1 (stereo not given)
44: CC(C)Oc1ccc(CNC(=S)N/N=C/c2cccnc2)cc1

Assay by compound	41	42	43	44
APJ ag	-3.4	2.6	-3.9	-4.5
Mdm2-MdmX inh	-5.7	-2.7	10.3	26.7
UPR CHOP act	2.3	-1.3	-0.4	-0.3
NLRP3 yeast inh	-0.9	9.1	0.5	18.9
tim23-1 inh	9.4	-3.1	7.1	0.5
TIM10 inh	8.6	-1.8	-6.4	13.3
NR3A LBD binder	-0.8	-38.7	-1.1	-0.1
tim10-1 inh	5.8	6.1	8.8	22.4
XBP1 UPR activ	-1.9	-7.5	-3.4	1.1

# The order is random; about 8.2% have a hit in one of these screens.
